CHT allo act – allosterically activates the human high affinity choline transporter. CHT-expressing cells, membrane potential dye, choline EC20; stronger effect = higher value; LV-AA mutant CHT in HEK293 cells. B-score at 10 µM. 0.49% of 310,000 active. AID 488977;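 active = initial fluorescence not abnormally high and integrated response B-score, plate-corrected, over 3 SD above library mean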
Target sequence (Q9GZV3 whole entry, looked up): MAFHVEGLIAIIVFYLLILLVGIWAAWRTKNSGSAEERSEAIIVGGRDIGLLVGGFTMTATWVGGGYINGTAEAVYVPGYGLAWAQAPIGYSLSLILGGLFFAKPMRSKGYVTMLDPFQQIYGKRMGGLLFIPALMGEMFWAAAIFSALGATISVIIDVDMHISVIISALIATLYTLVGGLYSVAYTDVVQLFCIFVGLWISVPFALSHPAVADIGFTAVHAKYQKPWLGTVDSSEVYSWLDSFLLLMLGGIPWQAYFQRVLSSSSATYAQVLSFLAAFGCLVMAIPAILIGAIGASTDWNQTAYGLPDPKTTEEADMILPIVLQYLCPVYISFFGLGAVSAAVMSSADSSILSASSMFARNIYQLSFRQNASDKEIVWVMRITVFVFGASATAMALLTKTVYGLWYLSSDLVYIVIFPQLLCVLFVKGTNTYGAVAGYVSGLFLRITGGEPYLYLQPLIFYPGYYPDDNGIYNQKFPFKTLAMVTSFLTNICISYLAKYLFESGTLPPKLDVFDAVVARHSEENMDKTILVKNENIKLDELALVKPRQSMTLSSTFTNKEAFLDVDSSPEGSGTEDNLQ
OX1R antag-1 – OX1R (human) antagonism | 1.8% of 330,000 active | inhibition, % at 6.6 µM | OX1R-expressing cells, FRET antagonist read-out | AID 485270; in the data active = inhibition mostly above about 38%, no sharp cut-off; inactive = mostly below about 40%;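 also: 0% = agonist challenge alone and 100% = reference antagonist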
Target sequence (O43613 whole entry, looked up): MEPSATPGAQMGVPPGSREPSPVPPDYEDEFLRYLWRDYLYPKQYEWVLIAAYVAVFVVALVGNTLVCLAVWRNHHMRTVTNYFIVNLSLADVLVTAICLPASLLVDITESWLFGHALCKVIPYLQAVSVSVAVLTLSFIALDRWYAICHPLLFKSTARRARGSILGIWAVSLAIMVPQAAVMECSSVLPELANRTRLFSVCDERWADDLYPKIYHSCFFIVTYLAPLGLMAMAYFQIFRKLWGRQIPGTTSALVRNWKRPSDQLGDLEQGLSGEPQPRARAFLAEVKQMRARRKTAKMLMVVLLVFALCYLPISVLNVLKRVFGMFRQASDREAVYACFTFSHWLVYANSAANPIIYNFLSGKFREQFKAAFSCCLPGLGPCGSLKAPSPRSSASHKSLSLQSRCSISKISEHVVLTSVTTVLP
OX1R antag-2 – human HCRTR1 antagonism. O43613. CHO/OX1R cells, Fluo-8 calcium fluorescence, orexin A. inhibition, % at 5 µM. 0.43% of 330,000 active. AID 434989;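 active = inhibition above its plate's threshold, mean inhibition of all tested compounds on the plate plus 3 SD, cut at about 37% in these data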;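 also: 0% = orexin A challenge wells and 100% = SB-334867-A antagonist wells; not every result past the cut was called active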
Active calls of the source: *; i = inactive; . = not tested or not shown.

SMILES	CHT allo act	OX1R antag-1	OX1R antag-2
Cc1ccc(C)c(N2CCN(C(=O)CCS(=O)(=O)c3ccc4c(c3)NC(=O)CO4)CC2)c1	i	24	66*
COc1ccc(-n2c(SCC(=O)Nc3ccc4c(c3)OCO4)nc3c(c2=O)SCC3)cc1	i	15	-15
NC(=O)C1CCN(C(=O)CCSc2ccc(Cl)cc2)CC1	i	9	-4
CC1(C)CC(c2nc(-c3ccc(Cl)cc3)cs2)CCS1 (centres undefined)	i	21	-12
CSCC(C)N1CCC(n2nccc2NC(=O)CCCc2ccccc2)CC1 (centres undefined)	i	2	-22
O=C(CSc1nc2ccc(Cl)cc2[nH]1)NCCc1ccc(Cl)cc1	i	20	-14
c1ccc2c(c1)CCN(c1nc3cc4c(cc3s1)OCCO4)C2	i	28	-25
CCN(Cc1ccncc1)C(=O)c1cc(COc2ccc(OC)cc2Cl)on1	i	13	-4
Cc1cccc2sc(NC(=O)CSc3cn[nH]n3)nc12	i	18	8
CCCCOc1ccc(C(=O)NCC(=O)NCCOc2ccccc2OC)cc1	.	3	-4
CCN(CC)CCN(C(=O)C1=COCCO1)c1nc2ccc(C)cc2s1	i	10	-17
S=c1[nH]nc(-c2ccc(Cl)cc2Cl)n1Cc1ccccc1	i	40	-15
O=C(Cn1cncn1)NCc1cccc(OC(F)F)c1	i	6	-13
Cc1c(C(=O)N2CCC(C)CC2)oc2ccc3c(c12)C(O)CC1(CCCCC1)O3 (centres undefined)	i	5	-32
Cc1ccnc(NC(=O)c2ccccc2NC(=O)c2ccccc2)c1	i	-1	-13
COc1cccc2cc(-c3nnc(-c4ccccc4)o3)c(=O)oc12	i	27	2
CCCCCCSc1ccc([C@@H]2[C@@H]3C(=O)N(CC)C(=O)[C@@H]3[C@]3(C(=O)OC)CCCCN23)cc1OC	i	50	-38
Cc1ccc(NC(=O)COC(=O)c2ccc(-n3nc(C)cc3C)cc2)c(F)c1	.	2	-13
COc1ccc(NC(=S)NNC(=O)c2ccccc2OC(F)F)cc1	i	15	-17
O=S(=O)(N/N=C/c1cccnc1)c1ccc(Cl)c(Cl)c1	i	4	-10
COc1ccc(-c2nn(-c3ccccc3)cc2C(=O)NCC2CCCO2)cc1 (centres undefined)	i	-3	-28
COc1cccc(CNC(C)C(=O)Nc2ccc3c(c2)OCCO3)c1 (centres undefined)	i	12	-18
CCn1c(SCC(=O)N2CCCC2)nc2c1c(=O)n(C)c(=O)n2C	i	12	-11
Cc1ccc2c(c1)N(C(=O)CCC(=O)NCCCN(C)Cc1ccccc1)CCO2	i	2	-17
CC(C)(C)NS(=O)(=O)c1ccc(NC(=S)NC(=O)C2CC2)cc1	i	26	1

Entries of single compounds from above:
Record of CSCC(C)N1CCC(n2nccc2NC(=O)CCCc2ccccc2)CC1 (centres undefined) = CHT allo act: i; OX1R antag-1: 2; OX1R antag-2: -22
Record of COc1cccc2cc(-c3nnc(-c4ccccc4)o3)c(=O)oc12 = CHT allo act: i; OX1R antag-1: 27; OX1R antag-2: 2
Record of O=C(Cn1cncn1)NCc1cccc(OC(F)F)c1 = CHT allo act: i; OX1R antag-1: 6; OX1R antag-2: -13

(list continues)
SMILES	CHT allo act	OX1R antag-1	OX1R antag-2
CCOC(=O)c1ccccc1NC(=O)c1ccc(F)cc1	i	17	-28
CCn1c(=NC(=O)CS(=O)(=O)c2ccccc2)sc2cccc(OC)c21	i	33*	20
Cn1c(NCc2c[nH]c3ccccc23)nc2ccccc21	i	35	-30
Nc1ccccc1C(=O)N/N=C1\C2CN3CCN(C2)CC1(c1ccccc1)C3	i	19	0
CCOc1ccc(C(=O)NCC(=O)Nc2ncccc2C)cc1OCC	i	20	-18
Cc1ccc(SCCN2C(=O)NC(C)(C)C2=O)cc1	i	1	7
C/C(=N\Nc1cccc(C(F)(F)F)c1)c1ccc(O)cc1	i	4	-17
COC(=O)NNC(=O)COc1ccc2ccccc2c1Br	i	13	-11
Cc1ccnc(NC(=O)CCC(=O)N(CC(=O)NCc2ccc(F)cc2)Cc2ccco2)c1	i	34	-34
CCN(CC)c1c([N+](=O)[O-])c(=O)n(C)c2ccccc12	i	17	-23
CC(=O)c1ccc(-n2c(CCC(=O)O)ccc2-c2ccc(Br)cc2)cc1	i	10	3
COC(=O)Cc1ccc(N(Cc2ccccc2F)S(=O)(=O)c2ccc(Cl)cc2)cc1	i	23	-12
CC(NC(=O)C1CC=CCC1C(=O)O)C1CC2CCC1C2 (centres undefined)	i	10	0
Cc1ccc(CNC(=O)CCCOc2cc(=O)n(C)c3ccccc23)o1	i	15	-34
O=C(CSc1nc(-c2ccc(F)cc2)cs1)NCC1CCCO1 (centres undefined)	.	7	-21
CC(C)N(Cc1nc(-c2ccc(Cl)cc2)no1)C(=O)C12CC3CC(CC(C3)C1)C2	i	26	9
O=C(O)c1cccc2c1C(=O)c1ccccc1-2	i	11	-1
Cc1ccc(/C=N/NC(=O)CNC(=O)c2ccc(S(=O)(=O)N(C)C)cc2)o1	i	17	-4
CCCN1C(=O)C(O)(CC(=O)c2ccc3c(c2)OCCO3)c2ccccc21 (centres undefined)	i	15	-23
Cc1c(Cc2ccccc2)c(=O)oc2cc(OCc3ccc(C(=O)O)cc3)ccc12	i	13	0
Cc1nc(N)sc1N=Nc1ccccc1C(F)(F)F	i	30	-9
Cc1[nH]c2ccccc2c1C1=NNC(=Nc2ccc(F)cc2)SC1	i	17	-3
COc1cccc(-c2nc(CS(=O)(=O)CC(=O)Nc3cccc(C)c3C)c(C)o2)c1	i	11	-17
CCOc1ccccc1C(=O)NCC(=O)NCC1CCCCC1	i	0	-27
CSc1ccccc1OCc1cc(C(=O)NCCCc2ccccc2)no1	i	17	-14
The results go on:
SMILES	CHT allo act	OX1R antag-1	OX1R antag-2
C=CCN1CC2(c3ccccc3)CN(CC=C)CC(c3ccccc3)(C1)C2=O	i	15	-17
CN1CCN(C(=O)CCNC(=O)Cn2cnc3ccccc3c2=O)CC1	i	30	-28
C=CCn1c(C)cc(C(=O)CN2NS(=O)(=O)c3ccccc3C2=O)c1C	i	20	-22
C/C(CCc1ccco1)=N/NC(=O)CCC(=O)Nc1cccc(Cl)c1	i	6	-7
COC(=O)[C@H](Cc1ccccc1)NC(=O)Cn1cnc(C(=O)Nc2ccc(C)c(C)c2)n1	.	12	-16
Cc1ccc(C)c(NC(=S)N(Cc2ccc(Cl)cc2)Cc2ccc(C(=O)O)cc2)c1	i	26	-13
Cn1c(SCC(=O)Nc2ccccc2O)nnc1-c1ccco1	i	19	-8
C[C@@H]1CN([C@@H](C)CO)C(=O)c2cc(NC(=O)CCC(F)(F)F)ccc2O[C@H]1CN(C)Cc1ccc(Cl)c(Cl)c1	.	6	-35
O=[N+]([O-])c1cnn(-c2nc(-c3cccs3)cc(C(F)(F)F)n2)c1	i	9	-10
Cc1ccc(N2CC(C(=O)NC3CCSC3=O)CC2=O)cc1 (centres undefined)	i	13	-7
CCCCN(Cc1cc2cc(C)ccc2[nH]c1=O)C(=O)c1ccccn1	i	22	-17
CCOC(=O)N1CCN(C(=O)c2cc3c(-c4cccc(OC)c4)nn(C)c3s2)CC1	i	7	-20
COc1cc(-n2c(=O)c3ccccc3n(Cc3cccc(F)c3)c2=O)cc(OC)c1OC	i	12	-18
CC(C)(C)c1ccc(C(=O)NC(=O)CSc2n[nH]c(N)n2)cc1	.	5	-7
CCOc1cccc(CN2CCN(CCCc3ccccc3)C(CCO)C2)c1O (centres undefined)	i	13	-26
Cc1nc2ccc(NC(=O)/C=C/C(=O)O)cc2nc1C	i	40	-17
O=S(=O)(NCc1ccccc1)c1cccc2cccnc12	i	14	-12
O=C(Nc1nc(=O)n(C(=O)c2cccc(C(F)(F)F)c2)s1)c1ccccc1	i	14	-9
CN1Cc2c(N3CCOCC3)nc(SCCC#N)c(C#N)c2CC1(C)C	i	10	-18
CCN(CC)CCN1C(=O)c2ccccc2NC1c1ccc(C)cc1 (centres undefined)	i	7	-35
CCN(CC)C(c1ccc(F)cc1)c1nnnn1C1CCCCC1 (centres undefined)	i	19	-20
COc1ccc(CN=C2Nc3ccccc3CS2)cc1	i	14	-3
CCc1nccn1CCC(=O)NC1CC(C)(C)Cc2c1cnn2-c1ccc(C)cc1 (centres undefined)	i	35	-33
ON=C1/C(=N\O)CC2(C/C1=N/O)OCCO2	i	9	13
CCCC(NS(=O)(=O)c1ccc(Br)cc1)C(=O)O (centres undefined)	i	11	-15

Just OX1R antag-2 and OX1R antag-1, for some of the entries so far:
SMILES | OX1R antag-2 | OX1R antag-1
Cc1ccc(C)c(NC(=S)N(Cc2ccc(Cl)cc2)Cc2ccc(C(=O)O)cc2)c1 | -13 | 26
COC(=O)[C@H](Cc1ccccc1)NC(=O)Cn1cnc(C(=O)Nc2ccc(C)c(C)c2)n1 | -16 | 12
CC(C)(C)c1ccc(C(=O)NC(=O)CSc2n[nH]c(N)n2)cc1 | -7 | 5
CCOc1cccc(CN2CCN(CCCc3ccccc3)C(CCO)C2)c1O (centres undefined) | -26 | 13
CCN(CC)C(c1ccc(F)cc1)c1nnnn1C1CCCCC1 (centres undefined) | -20 | 19

(cont.)
SMILES	CHT allo act	OX1R antag-1	OX1R antag-2
CC(C)N1CCC(N2CCN(Cc3ccc(Oc4ncccn4)cc3)CC2CCO)CC1 (centres undefined)	i	8	-18
Cc1cc([N+](=O)[O-])nn1Cc1ccc(C(=O)N/N=C/c2ccccc2)cc1	i	13	-12
Cc1nc(NS(=O)(=O)c2ccccc2)sc1NC(=O)OCCN(C)C	i	-9	-15
COc1ccc2c(CCNC(=O)Nc3ccccc3)c[nH]c2c1	i	8	-14
Nc1sc(-c2ccccc2)cc1C(=O)N/N=C/c1ccc(Cl)cc1	i	9	-19
Cc1ccc(-n2c(=O)c3ccccc3n(CC(=O)C(C)(C)C)c2=O)cc1	i	8	-5
CC(=O)c1c(N2CCOCC2)nc(=S)n(-c2ccc([N+](=O)[O-])cc2)c1C	i	54	4
CCc1cc(=O)oc2c(C)c(OC(C)C(=O)N3CC[C@@]4(O)CCCC[C@H]4C3)ccc12 (some centres undefined)	i	6	-22
O=C(Nc1nc2c(s1)CCCC2)c1ccc(S(=O)(=O)N2CCCc3ccccc32)cc1	i	-3	-32
O=C(NCN1CCN(c2ccccc2F)CC1)c1ccccc1	i	9	4
O=C(NN=C1CCCCC1)Nc1ccccc1Cl	i	34	15
CCOC(=O)N1CCN(C(=O)Cn2nc(-c3ccc(Cl)cc3)ccc2=O)CC1	i	34	15
CCCCNC(=O)c1cc2c(=O)n3cccc(C)c3nc2n(CCN2CCOCC2)c1=N	i	112*	-24
CC(NC(=O)CCSc1nc(-c2ccc3c(c2)OCO3)cc(C(F)(F)F)n1)c1ccccc1 (centres undefined)	i	13	-40
CC(=O)N(Cc1cccs1)Cc1cc2cc(C)c(C)cc2nc1Cl	i	10	-7
COc1ccc(NC(=O)N2CCCc3cc(C)ccc32)c(OC)c1	i	10	-13
CCCOc1cccc(C(=O)Nc2cccnc2)c1	i	8	-21
CC(=O)Nc1ccc(S(=O)(=O)c2ccc([N+](=O)[O-])cc2)cc1	i	38	-14
Cc1nn(CC2CCCCC2)c(N)c1-c1ccccc1	i	29	-25
COc1ccc2ccccc2c1CNCc1ccccn1	i	5	-8
Cc1ccc(Nc2nc(-c3sc(NC(=O)c4ccco4)nc3C)cs2)cc1	i	24	-46
CC1(C)CC(=O)C=C(c2cccs2)C1	i	30	-17
CCCn1c2c(c(O)c(C(=O)Nc3nc4ccccc4s3)c1=O)CCCC2	i	-2	-3
COc1cc2c(cc1OC)C1=C(C#N)CC/C(=N\S(=O)(=O)c3cccc(Cl)c3)N1CC2	i	9	-17
CCOc1ccc(C(=O)O)cc1OC	i	3	-11
(continued)
SMILES	CHT allo act	OX1R antag-1	OX1R antag-2
CC1CCC2C(=O)N(c3ccc(C(=O)Oc4cccc5cccnc45)cc3)C(=O)C2C1 (centres undefined)	i	7	-16
O=C(CN1C(=O)NC2(CCCC2)C1=O)Nc1cc(C(F)(F)F)ccc1N1CCCCC1	i	14	-47
Cc1ccc(N(CC(O)CN2CCCCC2)S(=O)(=O)c2ccccc2)cc1 (centres undefined)	i	13	-22
Cc1cccc(C(=O)NCCC(=O)Nc2ccc(C)c(F)c2)c1	i	16	-26
CCC(CO)Oc1cc(NCc2ccc(C)c(C)c2)c2ncn(C(C)C)c2c1 (centres undefined)	.	14	-14
CN1CCN(C2=Cc3cc(Cl)ccc3Sc3cc(F)ccc32)CC1	i	0	3
O=C(CCCN1C(=O)/C(=C/c2ccccc2Cl)SC1=S)NNC(=O)c1ccc(Cl)cc1Cl	i	12	-7
Cc1ccc2nc(SCC(=O)OCc3ccccc3)nc(=O)n2c1	i	20	-8
CN1CCN(C(=O)c2ccccc2-c2nc(-c3ccccc3)no2)CC1	i	29	-21
CC/C=C/C(=O)N1CC2(CC(c3cccc(NC(=O)COc4ccc(Cl)cc4)c3)=NO2)C[C@H]1C(N)=O (some centres undefined)	i	8	-11
COc1cc(/C=C2\C(=N)N3N=C(S(C)(=O)=O)SC3=NC2=O)cc(OC)c1OCCOc1cccc(C)c1	i	8	-15
O=C(COc1ccccc1[N+](=O)[O-])N(Cc1ccccc1)c1ccccn1	i	16	-20
CN(C)c1cc(N/N=C\c2ccccc2)nc(N(C)C)n1	i	22	-26
Clc1ccc(CN2CCCCCCC2)cc1	i	12	-14
Cc1ccc(S(=O)(=O)N(C)c2ccc(C(=O)N3CCC(C(N)=O)CC3)cc2)cc1	i	21	-13
CCc1noc(C)c1C(=O)Nc1nc2c(C)cccc2s1	i	6	-21
O=C(c1ccc(Cn2c(=S)[nH]c3ccc(Br)cc3c2=O)cc1)N1CCN(C2CCCCC2)CC1	i	8	-28
O=C(CNC(=S)N(Cc1ccccc1F)C1CCCCC1)NCCCN1CCOCC1	i	24	-19

From PubChem

Compounds were not picked by outcome. Share with any hit: about 2.5%.
